Screening results from PubChem BioAssay.
Glioma ERSR ind = qHTS for Inducers of the Endoplasmic Reticulum Stress Response (ERSR) in Human Glioma: qHTS. Potency, µM, without a hit: at the top dose activation, most hits filed as activators. U87-MG GRP78 promoter luciferase reporter, 16 h. hit rate 0.02% among 420,000; note: potency is the fitted concentration of half-maximal effect; series mostly up to about 76 µM; % of control where 0% means no effect; nearly all actives have a fitted effect of over 35% in size
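Stably transfected U87-MG human glioma cells carrying a GRP78-based luminescent sensor were seeded at 1000 cells/well, pin-dosed with compounds and incubated 16 h. Luciferase reagent was then added, and end-point luminescence was read after 10 min at room temperature.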
USP1-UAF1 inh = Inhibitors of USP1/UAF1: Primary Screen. Ubiquitin carboxyl-terminal hydrolase 1 (Homo sapiens), O94782. recombinant USP1/UAF1, Ub-Rhodamine cleavage fluorescence. Potency, µM (titrated, usually from 57.1 µM), without a hit: top-dose activity change, negative = inhibition, hits mostly inhibitors. hit rate 0.23% among 390,000. AID 743255, 2014; note: potency is the fitted concentration of half-maximal effect; % is set by controls: 0 for no effect and ±100 for the full control effect; nearly all actives have a fitted effect of over 60% in size; inactives centre near -12
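In this screen, compounds sit with the deubiquitinase complex (1nM) for 15 min at room temperature before Ub-Rho is added at 150nM final. Fluorescence rise is then followed for 6 reads every 60 seconds.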
Vif-A3F inh = qHTS for Inhibitors of Vif-A3F Interactions: qHTS; HeLa A3F-eYFP + Vif (tagged APOBEC3F with the HIV-1 protein that degrades it), YFP fluorescence increase; Potency, µM (titrated, usually from 46.1 µM), without a hit: top-dose activity, negative = active; hit rate 0.2% among 390,000; AID 602313, 2012; note: potency is the fitted concentration of half-maximal effect; % of control where 0% means no effect; nearly all actives have a fitted effect of over 65% in size
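HeLa cells stably expressing Vif plus C-terminally eYFP-tagged A3F were seeded, incubated overnight at 37 deg C, dosed with compound, incubated overnight again at 37 deg C. Yellow fluorescence (Ex 488/Em 500-530) reported blocked Vif-mediated A3F-eYFP degradation.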
TrxR1 substrate = qHTS Assay for Substrates of Mammalian Selenoprotein Thioredoxin Reductase 1 (TrxR1): qHTS. Potency, µM (highest dose often 114 µM), for inactives: top-dose activity change, negative = substrate turnover. purified TrxR1 substrate turnover, NADPH consumption readout. AID 588456, 2011. hit rate 0.01% among 390,000; note: potency is the fitted concentration of half-maximal effect; % is set by controls: 0 for no effect and ±100 for the full control effect; nearly all actives have a fitted effect of over 50% in size
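Rat TrxR1, dispensed at 90 nM, was prereduced with 400 uM NADPH (final) for 5 min at ~22 deg C, then incubated with compound 15 min before 400 uM selenite. A first-read NADPH fluorescence drop versus no-compound background flagged substrates.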
Vif-APOBEC3G blk = qHTS for Inhibitors of Vif-A3G Interactions: qHTS | DNA dC->dU-editing enzyme APOBEC-3G (Homo sapiens), Q9HC16 | HeLa A3G-eYFP + Vif (tagged APOBEC3G with the HIV-1 protein that degrades it), YFP fluorescence, overnight | AID 602310, 2012 | Potency, µM (titrated, usually from 46.1 µM), for inactives: at the highest dose activity, negative = active, actives largely listed as inhibitors | hit rate 0.076% among 410,000;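 note: potency is the fitted concentration of half-maximal effect; % is set by controls: 0 for no effect and ±100 for the full control effect; nearly all actives have a fitted effect of over 60% in size; hits raise eYFP signal because A3G escapes Vif-driven loss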
Target sequence (Q9HC16 whole entry, looked up): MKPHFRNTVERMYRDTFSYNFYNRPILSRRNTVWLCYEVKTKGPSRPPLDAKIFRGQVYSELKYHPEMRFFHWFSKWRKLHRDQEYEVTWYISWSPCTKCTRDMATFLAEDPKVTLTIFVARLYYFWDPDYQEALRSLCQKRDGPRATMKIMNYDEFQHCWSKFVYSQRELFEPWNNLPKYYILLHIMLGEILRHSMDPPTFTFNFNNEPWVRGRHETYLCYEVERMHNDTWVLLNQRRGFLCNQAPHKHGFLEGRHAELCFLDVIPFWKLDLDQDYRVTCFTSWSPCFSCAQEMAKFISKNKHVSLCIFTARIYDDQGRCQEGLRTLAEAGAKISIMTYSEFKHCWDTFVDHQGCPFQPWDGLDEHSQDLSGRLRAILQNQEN
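Read-out is eYFP fluorescence (Ex 488/Em 500-530) from Vif-expressing HeLa A3G-eYFP cells; more signal means A3G escaped Vif-mediated degradation. Cells plated overnight, compound pinned in, incubated overnight at 37 deg C.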
mIDH1 inhibitor = qHTS for Inhibitors of mutant isocitrate dehydrogenase 1 (IDH1): qHTS; Isocitrate dehydrogenase [NADP] cytoplasmic (Homo sapiens), O75874; IDH1-R132H enzyme, NADPH consumption, diaphorase/resazurin fluorescence; Potency, µM (titrated, usually from 76.6 µM), for inactives: at the highest dose activity change, negative = inhibition, most hits filed as inhibitors; hit rate 0.093% among 390,000; note: potency is the fitted concentration of half-maximal effect; % is set by controls: 0 for no effect and ±100 for the full control effect; nearly all actives have a fitted effect of over 65% in size
Target sequence (O75874 whole entry R132H, stated change not applied): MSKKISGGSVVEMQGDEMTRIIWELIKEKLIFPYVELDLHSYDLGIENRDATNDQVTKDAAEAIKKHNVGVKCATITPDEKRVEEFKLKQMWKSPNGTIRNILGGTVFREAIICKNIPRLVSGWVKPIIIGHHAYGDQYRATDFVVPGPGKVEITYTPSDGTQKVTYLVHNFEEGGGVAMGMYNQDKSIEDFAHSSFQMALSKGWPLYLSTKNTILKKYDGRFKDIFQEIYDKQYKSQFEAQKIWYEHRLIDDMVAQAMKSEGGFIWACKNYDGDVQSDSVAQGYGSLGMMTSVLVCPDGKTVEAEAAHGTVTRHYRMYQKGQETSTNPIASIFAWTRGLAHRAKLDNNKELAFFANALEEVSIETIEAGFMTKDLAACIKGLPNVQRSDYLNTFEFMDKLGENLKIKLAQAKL
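IDH1-R132H (0.5 ug/mL) preincubated 30 min with compound, then NADPH (0.016 mM) and alpha-KG (2 mM) added; 80 min at RT, pH 7.5. Remaining NADPH coupled via diaphorase/resazurin to fluorescence (540/590 nm); concentration-response curves normalized to no-enzyme control.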
LDHA block = qHTS assay for inhibitors of human lactate dehydrogenase. L-lactate dehydrogenase A chain (Homo sapiens), P00338. purified LDHA, NADH/diaphorase-resazurin fluorescence; stronger effect = lower value. activity change, % (values are at about 110 or 230 µM). hit rate 0.15% among 480,000; in the data active = activity change below about -30%; inconclusive = mostly about -25% to -30%;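 note: plate controls were DMSO wells for no effect and wells without enzyme for full effect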
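Human LDH5 at 2 nM final in Tris HCl pH 7.4 with 0.06 mM NADH and 0.2 mM pyruvate, reacted 5 minutes at room temperature. Remaining NADH coupled via diaphorase/resazurin; resorufin fluorescence read at 0 and 20 minutes, normalized to enzyme-free and DMSO wells.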
rTrxR1 inhibitor = qHTS Assay for Inhibitors of Mammalian Selenoprotein Thioredoxin Reductase 1 (TrxR1): qHTS; recombinant rTrxR1, NADPH fluorescence consumption, selenite substrate; Potency, µM (series often up to 114 µM), for the others: top-dose activity change, negative = inhibition, actives largely listed as inhibitors; hit rate 1% among 390,000; note: potency is the fitted concentration of half-maximal effect; % is set by controls: 0 for no effect and ±100 for the full control effect; nearly all actives have a fitted effect of over 65% in size
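Rat TrxR1 (90 nM in the dispensed reagent) was pre-reduced with 400 uM NADPH for 5 min at room temperature, then incubated with compound for 15 min. After 400 uM selenite was added, NADPH fluorescence (Ex 340/Em 450 nm) was followed for 8 min.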
RGS4 inh = Inhibitors of Regulator of G Protein Signaling (RGS) 4: qHTS. Transcreener GDP fluorescence polarization, RGS4-accelerated GTP hydrolysis. Potency, µM (top dose mostly 114 µM), for the others: at the highest dose activity change, negative = inhibition, usual class: inhibitors. hit rate 0.039% among 390,000; note: potency is the fitted concentration of half-maximal effect; % is set by controls: 0 for no effect and ±100 for the full control effect; nearly all actives have a fitted effect of over 75% in size; some results filed as inactive show a strong effect at the top dose
Target sequence (P49798 whole entry, looked up): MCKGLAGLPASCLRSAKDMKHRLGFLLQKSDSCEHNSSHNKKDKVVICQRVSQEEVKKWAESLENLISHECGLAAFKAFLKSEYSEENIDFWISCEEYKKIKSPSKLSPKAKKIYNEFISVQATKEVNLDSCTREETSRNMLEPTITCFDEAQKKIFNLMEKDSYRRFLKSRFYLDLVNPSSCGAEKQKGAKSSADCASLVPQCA
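MLSMR compounds (23 nl, pin-transferred) preincubated 10 min at room temperature with a 500nM (2x) first reagent, then RGS4 at 900nM (2x) plus Transcreener GDP mix added; fluorescence polarization (620/688 nm) read before and after 90 min at 30 °C.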
* marks the source's active call; other numbers are inactive results; ? = inconclusive; . = no result given; & = joins results of further samples; [ ] = remark or other dose. Unless noted, calls come from the whole dose curve; as a rule, active = well fitted curve in the direction sought with a large enough effect; inconclusive = small, poorly fitted or top-dose-only effect, or another doubt; inactive = no such curve, though single readings can be large; an effect the other way counts as inactive or inconclusive. Only part of the results is shown; rates above refer to the full screens.

SMILES	Glioma ERSR ind	USP1-UAF1 inh	Vif-A3F inh	TrxR1 substrate	Vif-APOBEC3G blk	mIDH1 inhibitor	LDHA block	rTrxR1 inhibitor	RGS4 inh
CN(Cc1ccccc1)C(=O)COC(=O)c1ccc2c(c1)OCO2	3%	-17%	-3%	23%[57.1 µM]	2%	11%	-5	34%[57.1 µM]	-19%
C/C(O)=C(\C#N)c1nnc2n1CCCCC2	-3%	-24%	-1%	5%	2%	-5%	2	15%	19%
COc1ccc(CNCc2ccc(C(F)(F)F)cc2)cc1OC	-3%	-15%	7%	10%[57.1 µM]	1%	4%	-6	13%[57.1 µM]	-23%
COc1ccc(Cc2nc3ccccc3[nH]c2=O)cc1	0%&-2%	-19%&-9%	4%&0%	8%[57.1 µM]	4%&-6%	-1%&-4%	-9&-1	17%[57.1 µM]	2%&0%
COc1ccccc1CNC(=O)c1oc2c(c1C)-c1nn(Cc3ccc(Cl)cc3)cc1CC2	-5%	?	4%	-9%	2%	-7%	8	9%	18%
CC(OC(=O)c1cccnc1Cl)C(=O)Nc1ccc2c(c1)OCO2 (stereo not given)	-4%	-12%	0%	-2%	3%	-5%	0	24%	-7%
Cc1ccc(C(=O)OCC(=O)NCc2ccco2)cc1S(=O)(=O)N1CCOCC1	-5%	-19%	11%	8%	-3%	9%	-6	17%[57.1 µM]	-16%
O=C(Nc1cc([N+](=O)[O-])ccc1O)c1cccc(NC(=O)c2ccco2)c1	2%	-11%	-12%	-18%	-3%	-6%	-45*	-25%	18%
O=C(OC1CCCCC1=O)c1ccc(S(=O)(=O)Nc2ccccc2)cc1 (stereo not given)	-2%	-22%	9%	2%	-4%	3%	2	2%	-29%
O=C(Nc1ccccc1F)c1ccc(CN2CCc3ccccc3C2)cc1	6%	-26%	-12%	1%	-3%	-1%	-4	14%	-11%
Cc1cc(C)nc(SCCn2c(N3CCOCC3)nc3c2c(=O)[nH]c(=O)n3C)n1	0%	-19%	9%	-3%	0%	-1%	-2	22%	-9%
COc1ccc(CNC(=O)C2CCN(S(=O)(=O)c3cccnc3)CC2)cc1	-3%	3%	-11%	3%	-3%	4%	-6	28%	23%
C=CCn1c(SCC2CCCCO2)nc2sc(CC)cc2c1=O (stereo not given)	0%	1%	-11%	-11%	-6%	-1%	3	-10%	26%[11.4 µM]
CCOC(=O)C1=C(N)OC(CCl)=C(C#N)C1c1ccsc1 (stereo not given)	-3%	-15%	-11%	-18%[57.1 µM]	-1%	-4%	2	-39%	-16%
Cn1c(=O)n(C)c2cc(NS(=O)(=O)c3ccc(F)cc3)c(NCc3ccccc3)cc21	2%	-13%	-9%	58%[activator]	6%	9%	20	2%	-6%
Cc1ccc(NC(=O)CN2C(=O)NC(C)(c3ccc(Cl)cc3)C2=O)cc1S(=O)(=O)N1CCOCC1 (stereo not given)	-5%	-21%	-9%	-11%	?	7%	1	-20%	7%
CC(SCc1cn2cc(Cl)ccc2n1)C(=O)O (stereo not given)	-6%	-1%	-14%	10%	3%	8%	-6	15%	34%
Cn1c(=O)oc2cc(S(=O)(=O)N3CCCC(C(=O)NCc4ccccc4Cl)C3)ccc21 (stereo not given)	-2%	-15%	0%	2%	-2%	3%	-5	8%	27%
OCCN(Cc1ccccc1)Cc1ccc(F)c(F)c1	-9%	-6%	-1%	-7%	-1%	4%	-5	-10%	-4%
CCN(CC)c1c([N+](=O)[O-])c(=O)oc2ccccc12	-4%	-26%	12%	11%[57.1 µM]	-3%	-3%	-8	18%[57.1 µM]	-2%
CCCCn1c(N)c(N(Cc2ccccc2OC)C(=O)COc2ccccc2OC)c(=O)[nH]c1=O	-4%	-1%	?	-2%	3%	3%	0	5%	-10%
NC(=O)c1ccccc1NS(=O)(=O)c1ccccc1	-2%	-9%	-1%	8%	-1%	-3%	0	2%	-1%
COc1ccc(-c2cccc(NS(=O)(=O)c3ccc(C)s3)c2)nn1	-1%	-15%	-11%	-1%[57.1 µM]	1%	27%	2	8%[57.1 µM]	-16%
Cc1cc2c(cc3c(SCC(=O)Nc4ccc(Cl)cc4F)nncn32)o1	-2%	-13%	8%	8%	2%	9%	2	16%	?
Clc1ccc2nc(-c3ccc(N4CCOCC4)cc3)c(Nc3ccccc3)n2c1	1%	9%	-11%	5%	2%	-8%	-3	2%	13%

2 compounds from above with just mIDH1 inhibitor and TrxR1 substrate:
Molecule	mIDH1 inhibitor	TrxR1 substrate
Cc1ccc(C(=O)OCC(=O)NCc2ccco2)cc1S(=O)(=O)N1CCOCC1	9%	8%
O=C(Nc1cc([N+](=O)[O-])ccc1O)c1cccc(NC(=O)c2ccco2)c1	-6%	-18%

Other results.
SMILES	Glioma ERSR ind	USP1-UAF1 inh	Vif-A3F inh	TrxR1 substrate	Vif-APOBEC3G blk	mIDH1 inhibitor	LDHA block	rTrxR1 inhibitor	RGS4 inh
CCOC(=O)CN(C)Cc1cn(C)nc1-c1ccc(Oc2ccccc2)cc1	-5%	-25%	-6%	5%	0%	4%	0	23%	-5%
CCN(C(=O)c1ccccc1)c1ccc([N+](=O)[O-])cc1	-2%	-3%	-5%	12%	1%	9%	-7	25%	-3%
CCc1ccc(NC(=O)CSc2nnc(CNC(=O)c3ccc(OC)cc3)o2)cc1	-6%	-14%	1%	-9%	-7%	9%	0	12%	-25%
CC(C)Cn1c(N)c(S(=O)(=O)c2cccs2)c2nc3ccccc3nc21	-5%	-5%	-14%	187%[activator]	-5%	?	-5	178%[activator]	29%
Cc1cccc(-c2noc(CN(C(=O)CCc3ccccc3)C(C)C)n2)c1	0%	-8%	-5%	0%	3%	3%	-8	23%	14%
COCCCn1c(SCC(=O)NC(C)(C)C)nnc1-c1ccccc1	0%	-2%	-5%	-8%	0%	8%	-5	-5%	14%
COC(=O)c1ccccc1NC(=O)Cn1nnc2sc(-c3ccccc3)cc2c1=O	.	-22%	.	1%	.	.	3	-9%	-16%
O=C(/C=C/c1cccs1)NC1CCCC1	3%	-6%	9%	-2%	-11%	5%	-6	24%	15%
O=C(NCc1ccco1)c1cccc(NC(=O)c2ccccc2)c1	-2%	-15%	-9%	-4%	-5%	8%	0	-25%	24%
CCOC(=O)Cc1csc(NC(=O)CCCN2C(=O)c3ccccc3C2=O)n1	-2%	-14%	-7%	11%[57.1 µM]	3%	2%	-10	-3%[11.4 µM]	16%
COc1ccc(/C=N/NC(=O)CCc2ccccc2)cc1O	4%	-4%	-9%	-7%	-21%	4%	11	-9%	16%
Cc1ccc(CS(=O)(=O)c2ncc(Cl)c(C(=O)Nc3nnc(C(C)C)s3)n2)cc1	-19%&-11%	?	11%&-4%	4%&6%	?	4%&-3%	7&1	32µM*	?
CCOC(=O)CC(NC(=O)c1cc2cc(Cl)cc(Cl)c2oc1=O)c1cccc([N+](=O)[O-])c1 (stereo not given)	0%	-6%	3%	1%	2%	6%	-2	12%	-12%
O=C(NCCSCc1ccco1)Nc1ccc(Cl)cc1	8%	0%	-6%	3%[57.1 µM]	3%	1%	-6	1%[57.1 µM]	-8%
CCOC(=O)Cc1csc(NC(=O)c2ccc(S(=O)(=O)N(CCOC)CCOC)cc2)n1	-2%	-10%	1%	-3%	3%	-10%	-1	6%	21%[11.4 µM]
O=C(N/N=C/c1cccnc1)c1cc2c(ccc3ccccc32)o1	-9%	-19%	-3%	41%[activator]	1%	4%	-9	11%	?
O=C(Nc1ccncc1)c1ccc(F)cc1	-5%	-2%	5%	1%	0%	10%	-7	7%	-29%
Cc1ccc(C)c(NC(=O)CCC(=O)NNC(=S)Nc2ccccc2)c1	-5%	-2%	6%	4%[11.4 µM]	1%	3%	-2	6%[11.4 µM]	-29%
O=C(NCCc1ccccn1)C1CCCN1S(=O)(=O)c1ccc(Cl)cc1 (stereo not given)	0%	-21%	22%	-5%	1%	13%	-11	-6%	6%
O=C(O)c1cccc(NC(=O)c2ccc(S(=O)(=O)c3ccccc3)cc2)c1	-7%	-17%	11%	-11%	-5%	5%	-6	-5%	-40%
COc1cc(Br)c(C2CC(=O)Nc3cc(OC)c(OC)cc32)cc1OC (stereo not given)	-3%	-23%	0%	3%	1%	0%	-2	22%	-12%
